From PubChem BioAssay
RNase H inhibition = RNase H inhibition, HIV 1 Gag Pol polyprotein, FRET biochemical assay, screening (AID 372) | HIV-1 RT RNase H, FRET RNA/DNA substrate fluorescence; higher % means a stronger effect | inhibition, % at 10 µM, or IC50 in µM where a hit was titrated | 100,000 tested, 0.77% active; in the data active = inhibition above about 50%
Active calls of the source: *.

SMILES	RNase H inhibition
COc1ccccc1CC(=O)N1CCN(c2ccccc2)CC1	0%
CCOC(=O)C1=C(C)N=c2s/c(=C\c3cccc(OCc4ccccc4)c3)c(=O)n2C1c1ccccc1 (centres undefined)	6%
CCCOc1ccc(N2C(=O)CC(Nc3ccc(OC)cc3)C2=O)cc1 (centres undefined)	0%
O=C(N=Nc1c(Cl)cc(Cl)cc1Cl)c1ccc(-n2c(O)c3ccccc3c2O)cc1	22%
COC(=O)CN1C(C)=Nc2ccc(Br)cc2C1c1ccccc1 (centres undefined)	2%
CC1(C)CSC(=S)N1S(=O)(=O)c1ccccc1	9%
CCOC1=C/C(=C\c2c(N)n3nc(-c4ccccc4)sc3nc2=O)C=CC1=O	27%
O=C(NC(=S)Nc1ccc(C(=O)N2CCOCC2)cc1)c1ccc([N+](=O)[O-])cc1	13%
CC(C)CN(CC(C)C)C(=O)Nc1ccccc1	10%
COc1cc(Br)c(C2C(C(=O)OCCc3ccccc3)=C(C)NC3=C2C(=O)CC(c2ccccc2)C3)cc1OC (centres undefined)	6%
C=CCN1C(=O)NC(=O)C(=Cc2ccc(C(C)C)cc2)C1=O	10%
CCCc1c(C)nc2ccc(C(=O)O)cc2c1SCC(=O)O	0%
Cc1ccc(-c2nn(-c3cc(N4CCN(CCO)CC4)ccc3[N+](=O)[O-])c(=O)c3ccccc23)cc1C	0%
O=[N+]([O-])c1cccc(/C=N/c2nc3ccccc3n2CCN2CCOCC2)c1	7%
COc1cc(NC(=O)COc2ccc(Cl)c(C)c2)ccc1NC(=O)c1ccco1	14%
COc1ccc(OC)c(C2CC(O)(c3ccccc3OC)C(C)C(c3cc(OC)ccc3OC)N2)c1 (centres undefined)	0%
CC(C)NCc1cccc([N+](=O)[O-])c1	7%
CC1=C(C(N)=O)C(c2ccccc2)NC(=O)N1 (centres undefined)	3%
CCOC(=O)c1ccccc1NC(=O)CN(c1cccc(Br)c1)S(=O)(=O)c1ccccc1	26%
CCOc1cc(C=C2C(=O)NC(=O)NC2=O)cc(Cl)c1OCCOc1cc(C)ccc1C	26%
COc1ccc(NC(=S)NC(=O)c2cccc(Cl)c2)cc1OC	14%
CCCC1=NN(C(=O)c2ccc(Br)cc2)C(O)(C(F)(F)F)C1 (centres undefined)	5%
O=C(Nc1ccccc1O)c1ccccc1I	8%
CCOc1cc(C(=O)NCc2ccccc2OC)cc(OCC)c1OCC	2%
CCCCOc1ccc(S(=O)(=O)N2CCOCC2)cc1	5%

(listing goes on)
SMILES	RNase H inhibition
N#CC(c1ccc(O)cc1)N1CCOCC1 (centres undefined)	21%
O=C(Nc1ccc(C(=O)Oc2ccccc2)c(O)c1)c1ccco1	0%
C/C(=N/Nc1cc(-c2ccccc2)nc(C)n1)c1ccc(I)cc1	17%
CC(Oc1cccc(Cl)c1)C(=O)N/N=C/c1cccc(Br)c1 (centres undefined)	15%
O=C(N/N=C/c1cccc([N+](=O)[O-])c1)c1ccccc1OCc1ccccc1	8%
Cc1onc(-c2ccccc2Cl)c1C(=O)Nc1cccnc1	5%
Cc1ccc2nc(/C(C#N)=C/c3ccc(-c4cccc(Cl)c4Cl)o3)[nH]c2c1	7%
C=CCN1C(=O)NC(=O)/C(=C\c2cnc(-c3ccccc3)nc2)C1=O	17%
Cc1ccc(N2NC(=O)/C(=C/c3ccc(-c4cc([N+](=O)[O-])ccc4O)o3)C2=O)cc1C	16%
COc1ccc(/C=C/C(=O)Nc2c(C)cc(C)cc2C)cc1Br	48%
COc1ccc(NC(=O)COc2ccc(C)cc2Br)cc1OC	7%
O=C(NCC1CCCO1)c1nn2c(c1Cl)NC(c1ccco1)CC2C(F)(F)F (centres undefined)	5%
N#CCN(CC#N)C(=O)c1ccc(Cl)cc1Cl	16%
CCc1ccccc1NC(=O)c1ccc(CN(c2cccc(Cl)c2)S(C)(=O)=O)cc1	7%
O=C1CSC(c2ccc(Cl)c(Cl)c2)N1CCN1CCCCC1 (centres undefined)	5%
COc1ccccc1OCc1nc(-c2ccc(Cl)cc2)no1	11%
O=C1S/C(=C/c2ccc3c(c2)OCO3)C(=O)N1CN1CCCC1	10%
Cc1ccc(/C=C/C(=O)Nc2cccc(Cl)c2Cl)o1	16%
C=C1c2ccc(C)cc2NC(=O)N1CC	35%
O=C1NC(=S)N/C1=C/c1cccc(OCc2ccccc2)c1	14%
O=C(O)c1ccccc1SC1CC(=O)N(c2ccccc2Cl)C1=O (centres undefined)	3%
Cc1c(Cc2ccccc2)c(=O)oc2c(C)c(OC(=O)C3CC3)ccc12	8%
COc1ccc(/C=C2/C=C(c3ccccc3)OC2=O)c(OC)c1	9%
O=Cc1ccc(-c2cccc(OC(F)(F)F)c2)o1	8%
O=C1C(=Cc2cc3c(cc2[N+](=O)[O-])OCO3)SC(=S)N1C1CCCCC1	16%

Next entries:
SMILES	RNase H inhibition
CCOC(=O)C1=C(O)/C(=C/c2ccc(OCc3ccc(F)cc3)cc2)SC1=Nc1ccc(C)cc1	21%
COCCOC(=O)C1=C(C)NC2=C(C(=O)CC(c3cccs3)C2)C1c1cccc(OC)c1 (centres undefined)	0%
CCN(CC)CCCCCCOc1c(C)cccc1C	3%
CCc1ccc(S(=O)(=O)Nc2ccc(Br)cn2)cc1	3%
Cc1ccc(NC(=O)Nc2nnc(CSCc3ccc(Cl)cc3)s2)cc1	17%
Cc1nn(-c2ccccn2)c(C)c1Oc1ccccc1O	1%
C=CCN1C(=O)/C(=C\c2ccc3c(c2)OCO3)SC1=Nc1ccccc1	23%
COc1cccc(OCCCCOc2cccc3ccccc23)c1	11%
CC/C=N/OC(=O)c1c(F)c(F)c(F)c(F)c1F	11%
COc1ccc(NC(=O)C(CC(C)C)N2C(=O)c3ccccc3C2=O)cc1 (centres undefined)	7%
O=C(/C=C/c1ccccc1)NC(=S)Nc1ccc(N2CCOCC2)c(Cl)c1	6%
Cc1ccc(C(=O)N2CCN(S(=O)(=O)c3ccccc3[N+](=O)[O-])C2)cc1	1%
Cc1ccc(S(=O)(=O)n2nnc3ccccc32)c(C)c1	3%
Cc1[nH]n(-c2ccc(Cl)cc2)c(=O)c1/C=N/c1nn[nH]n1	12%
CCOc1cc(/C=c2\sc3nc4ccccc4n3c2=O)cc(Cl)c1OCc1cccc(C)c1	21%
Cc1ccc2[nH]c(O)c(N=NC(=O)c3ccccc3[N+](=O)[O-])c2c1Br	10%
CCOC(=O)C1=C(C)N=c2s/c(=C\c3cc(C)n(-c4ccc(F)cc4)c3C)c(=O)n2C1c1ccccc1Cl (centres undefined)	9%
CCO/C=C1\C(=O)N(CC)c2ccccc21	23%
Cc1ccc(N2C(=O)C=CC2=O)cc1[N+](=O)[O-]	4%
COC(=O)c1cccc(NC(=O)/C=C/c2cccc([N+](=O)[O-])c2)c1	40%
O=C(CN(CCc1ccccc1)S(=O)(=O)c1ccccc1)Nc1ccc(Cl)cc1Cl	20%
O=C(Nc1ncc(S(=O)(=O)c2ccc([N+](=O)[O-])cc2)s1)c1ccc(Br)cc1	8%
CC(=O)Oc1ccc(C(=O)NCCc2ccc(S(N)(=O)=O)cc2)cc1	8%
O=[N+]([O-])c1cc(Br)c2nsnc2c1N1CCOCC1	14%
CN(C)CCCOC(=O)c1ccc(F)cc1	0%

Next compounds follow.
SMILES	RNase H inhibition
CC1CC(C)CN(C(=O)/C=C/c2ccc3c(c2)OCO3)C1 (centres undefined)	2%
O=C1/C(=C/c2ccccc2Cl)SC(=S)N1c1ccc(O)cc1	33%
Cc1ccc(C(C)NC(=O)Cc2ccccc2)cc1 (centres undefined)	9%
CC1(C)Cc2nc(N)c(C#N)cc2CO1	0%
CCOc1ccc(CN2CCc3c([nH]c4ccccc34)C2)cc1	0%
O=[N+]([O-])c1ccc(N=Cc2ccc(Cc3ccc(C=Nc4ccc([N+](=O)[O-])cc4)c(Cl)c3)cc2Cl)cc1	5%
COc1ccc(CN2C(=O)CC(C(=O)O)SC2=Nc2ccccc2)cc1 (centres undefined)	24%
Cc1ncc(CO)c(/C=N/Nc2ccccc2)c1O	13%
COc1cccc(C(=O)NC(NC(=S)Nc2ccc(C)cc2)C(Cl)(Cl)Cl)c1 (centres undefined)	35%
Clc1cccc(Nc2nc3c(s2)CCCC3)c1	14%
O=C(O)/C=C/C(=O)Nc1ccccc1C(=O)O	7%
CCC1(C)CC(CCNCc2ccc(N(C)C)cc2)(c2ccccc2OC)CCO1 (centres undefined)	24%
COC(=O)c1cccc(NC(=O)CC(=O)c2ccccc2)c1	0%
CCSCCOC(=O)C1=C(C)NC2=C(C(=O)CC(c3ccccc3)C2)C1c1cccc(OC)c1OC (centres undefined)	4%
COCCOC(=O)C1=C(C)NC2=C(C(=O)CC(c3ccc(Cl)cc3)C2)C1c1ccc(OC(C)=O)cc1 (centres undefined)	13%
COc1ccc(NC(=O)COc2ccc(Cl)cc2Cl)cc1	18%
CCN1C(=O)/C(=C\c2ccc(-c3ccc(C(=O)OC)cc3)o2)SC1=S	0%
COc1cccc(NC(=O)c2ccc(OC)c(Br)c2)c1	0%
O=S(=O)(c1ccc(NC(=S)Nc2ccc(F)cc2)cc1)N1CCc2ccccc21	4%
COc1ccc(N(CC(=O)NCc2ccccc2OC)S(C)(=O)=O)cc1	6%
COc1ccc(C(=O)Nc2ccc3nn(-c4ccc(F)cc4)nc3c2)cc1OC	4%
CCCCOc1ccccc1C=C1C(=O)NC(=O)NC1=O	0%
CCCn1c(=O)c(C(=O)NNC(=O)CC(=O)OCC)c(O)c2ccccc21	5%
Cc1ccc(N=Cc2cc(Br)cc(Br)c2O)c(C)c1	4%
COc1cc(/C=C2\SC(N)=NC2=O)cc(Cl)c1OCc1ccccc1Cl	40%

More results follow:
SMILES	RNase H inhibition
CC(C(=O)c1ccc(Cl)cc1Cl)n1c[n+](N)cn1 (centres undefined)	17%
Cc1cc(N2C(=O)NC(=O)/C(=C\c3cccc(F)c3)C2=O)ccc1Br	15%
N=C1/C(=C/c2cccc(OCc3ccccc3Cl)c2)C(=O)N=C2SC(c3ccccc3)=NN12	22%
O=C(O)C1C2CCC(O2)C1C(=O)N1CCN(c2ccccc2F)CC1 (centres undefined)	8%
COc1cc(CN2CCN(Cc3ccccn3)CC2)cc(OC)c1OC	1%
COc1cc(/C=C2\SC(=S)N(NC(=O)c3ccc(Br)cc3)C2=O)ccc1O	23%
O=C(Nc1cc(C(F)(F)F)ccc1Cl)c1nn2c(c1Br)NC(c1cccs1)CC2C(F)(F)F (centres undefined)	5%
COc1ccc2oc(=O)c(C(=O)Nc3cccc(Cl)c3C)cc2c1	8%
O=C(Nc1ccccc1C(=O)Nc1ccccc1C(=O)O)c1ccccc1	9%
O=C(O)c1ccc(NS(=O)(=O)c2cccc3cccnc23)cc1O	5%
COc1ccc(-c2nc(-c3ccc(OC)c(OC)c3)cc(=O)o2)cc1	5%
CCCCCCCOC(=O)Nc1ccc(S(=O)(=O)Nc2ccccc2Cl)cc1	3%
O=P(O)(/C=C/c1ccccc1)/C=C/c1ccccc1	9%
COc1ccc(C(=O)N/N=C/c2cn(-c3ccccc3)nc2-c2ccc(OC)cc2)cc1	27%
CC1CCCCN1S(=O)(=O)c1ccc([N+](=O)[O-])cc1 (centres undefined)	0%
CCN(CC)S(=O)(=O)c1ccc(-c2csc(Nc3cc(OC)c(Cl)cc3OC)n2)cc1	11%
CC1(C)CC(=NNC(=O)c2ccccc2O)CC(C)(C)N1	6%
CCCCCOC(=O)C1=C(C)NC2=C(C(=O)CC(C)(C)C2)C1c1cccc(Br)c1 (centres undefined)	16%
CCOc1ccccc1C1NC(=O)NC(C)=C1C(=O)OCCSC (centres undefined)	2%
COc1cccc(NC(=O)CN(c2cccc([N+](=O)[O-])c2)S(=O)(=O)c2ccccc2)c1	10%
COc1ccc(Cl)cc1NC(=O)CN(c1cccc(Cl)c1)S(C)(=O)=O	14%
O=C(Nc1cccc(N=Cc2cc(Br)cc(Cl)c2O)c1)c1cccc(Br)c1	6%
Cc1c(C(=O)NCCO)c(-c2ccccc2)nn1-c1ccccc1	0%
COc1ccc(-c2cc(C(=O)N/N=C(\C)c3ccc4ccccc4c3)[nH]n2)cc1	12%

Compounds shown so far containing bromine (18):
SMILES	RNase H inhibition
COC(=O)CN1C(C)=Nc2ccc(Br)cc2C1c1ccccc1 (centres undefined)	2%
COc1cc(Br)c(C2C(C(=O)OCCc3ccccc3)=C(C)NC3=C2C(=O)CC(c2ccccc2)C3)cc1OC (centres undefined)	6%
CCOC(=O)c1ccccc1NC(=O)CN(c1cccc(Br)c1)S(=O)(=O)c1ccccc1	26%
CCCC1=NN(C(=O)c2ccc(Br)cc2)C(O)(C(F)(F)F)C1 (centres undefined)	5%
CC(Oc1cccc(Cl)c1)C(=O)N/N=C/c1cccc(Br)c1 (centres undefined)	15%
COc1ccc(/C=C/C(=O)Nc2c(C)cc(C)cc2C)cc1Br	48%
COc1ccc(NC(=O)COc2ccc(C)cc2Br)cc1OC	7%
CCc1ccc(S(=O)(=O)Nc2ccc(Br)cn2)cc1	3%
Cc1ccc2[nH]c(O)c(N=NC(=O)c3ccccc3[N+](=O)[O-])c2c1Br	10%
O=C(Nc1ncc(S(=O)(=O)c2ccc([N+](=O)[O-])cc2)s1)c1ccc(Br)cc1	8%
O=[N+]([O-])c1cc(Br)c2nsnc2c1N1CCOCC1	14%
COc1cccc(NC(=O)c2ccc(OC)c(Br)c2)c1	0%
Cc1ccc(N=Cc2cc(Br)cc(Br)c2O)c(C)c1	4%
Cc1cc(N2C(=O)NC(=O)/C(=C\c3cccc(F)c3)C2=O)ccc1Br	15%
COc1cc(/C=C2\SC(=S)N(NC(=O)c3ccc(Br)cc3)C2=O)ccc1O	23%
O=C(Nc1cc(C(F)(F)F)ccc1Cl)c1nn2c(c1Br)NC(c1cccs1)CC2C(F)(F)F (centres undefined)	5%
CCCCCOC(=O)C1=C(C)NC2=C(C(=O)CC(C)(C)C2)C1c1cccc(Br)c1 (centres undefined)	16%
O=C(Nc1cccc(N=Cc2cc(Br)cc(Cl)c2O)c1)c1cccc(Br)c1	6%

The list is partial; count on the stated rates, not on these rows.
